TEAD-YAP inh: TEAD-YAP interaction inhibition. 640,000 tested, 1.4% active. AID 1259422. inhibition, % at 9.12 µM. HEK-TIYL cells, TEAD-Gal4/YAP UAS-luciferase luminescence; in the data active means inhibition above about 32%;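 further: 0% = median of test compound wells and 100% = reference inhibitor wells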
MITF primary: inhibitors of human MITF. O75030. AlphaScreen MITF homodimerization, bead proximity signal. inhibition, % at 2.6 µM. 650,000 tested, 0.91% active. AID 1259374; in the data active means inhibition above about 50%;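 further: 0% = vehicle wells with protein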
GPR151 ag: human GPR151 activation | Q8TDV0 | AID 1508602 | 650,000 tested, 1% active | PathHunter beta-arrestin GPR151 cells, luminescence | activation, % at 11.2 µM; in the data active means activation above about 4.9%;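 further: 0% = median of compound wells and 100% = cells with positive control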
FBW7 act: activators of human E3 ligase FBW7 | Q969H0 | AlphaScreen FBW7–phospho-cyclin E peptide binding, activator screen | normalized activity (activation), % at 26.1 µM | 650,000 tested, 0.13% active | AID 1259310; in the data active means normalized activity above about 1.9%;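 further: purified mutant Fbw7 with reduced substrate affinity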
Target sequence (Q969H0 whole entry, looked up): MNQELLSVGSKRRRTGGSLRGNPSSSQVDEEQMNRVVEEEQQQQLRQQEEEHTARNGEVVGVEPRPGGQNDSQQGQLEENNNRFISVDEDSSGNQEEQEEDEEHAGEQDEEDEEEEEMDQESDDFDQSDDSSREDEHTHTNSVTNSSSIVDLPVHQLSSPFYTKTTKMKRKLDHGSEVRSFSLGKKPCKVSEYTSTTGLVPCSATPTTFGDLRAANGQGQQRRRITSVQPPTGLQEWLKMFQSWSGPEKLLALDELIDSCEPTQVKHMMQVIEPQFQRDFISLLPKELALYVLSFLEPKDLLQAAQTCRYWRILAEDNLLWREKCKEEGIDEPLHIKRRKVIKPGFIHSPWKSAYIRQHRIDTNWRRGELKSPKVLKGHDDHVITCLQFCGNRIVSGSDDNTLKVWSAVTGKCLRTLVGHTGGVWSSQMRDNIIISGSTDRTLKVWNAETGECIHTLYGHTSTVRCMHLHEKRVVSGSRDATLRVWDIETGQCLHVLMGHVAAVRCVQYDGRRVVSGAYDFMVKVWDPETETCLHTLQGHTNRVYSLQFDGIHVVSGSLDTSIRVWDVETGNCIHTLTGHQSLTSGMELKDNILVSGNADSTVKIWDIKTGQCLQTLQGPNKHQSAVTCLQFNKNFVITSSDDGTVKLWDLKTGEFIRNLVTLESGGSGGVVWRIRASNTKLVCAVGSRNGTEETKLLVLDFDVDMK
The depositor's hits bear a star; . = no result given.

SMILES	TEAD-YAP inh	MITF primary	GPR151 ag	FBW7 act
COC(=O)c1ccc(/C=C2\SC(=S)N(NC(=O)c3cccc(O)c3)C2=O)cc1	9.3	7.1	2.3	-0.1
CC(=O)N1CCN(c2ccc(NC(=O)c3cccc(Cl)c3)cc2)CC1	-32.1	1.4	-0.5	0.0
COc1cccc(-c2nnc3sc(CN4CCCCC4)cn23)c1	48.5*	0.0	-0.7	-0.1
CCOC(=O)C(C)(C)N(Cc1ccccc1C)S(=O)(=O)c1ccc(Cl)c([N+](=O)[O-])c1	10.9	-6.1	-0.4	0.0
COc1ccc(CCNC(=O)c2cc(C)ccc2C)cc1OC	-0.7	2.4	1.1	0.1
Cc1ccc(-c2n[nH]c(CNC(=O)c3cccs3)n2)cc1	-12.7	19.2	-1.2	0.1
O=C(O)c1[nH]c2ccccc2c1CNCc1ccc(Cl)cc1	-3.9	-3.2	0.5	-0.1
COc1ccc(/C=C2/C(=O)NC(=S)N(c3ccc(C)cc3)C2=O)cc1O	-5.4	4.9	0.0	-0.1
Cc1ccc(-n2nc3cc(C)c(NC(=O)c4cccnc4)cc3n2)cc1	0.7	1.1	0.3	0.0
O=C(O)C(=O)NCC1(c2ccccc2)CCCC1	-4.1	16.8	-0.8	0.9
O=C(Nc1cccc([N+](=O)[O-])c1)c1ccc(Br)c(S(=O)(=O)N2CCC(C(=O)O)CC2)c1	-1.3	8.8	0.4	0.2
COc1ccc(CN2CCN3C(=O)[C@H](Cc4ccccc4)N(C)C(=O)[C@H]3C2)cc1	-13.2	12.9	-0.5	0.0
CC(=O)c1cc(C#N)c(SCC(=O)OC(C)(C)C)nc1C	-23.4	13.7	0.5	1.0
O=C(Cc1ccccc1)NCCC1=CCCCC1	-18.4	-3.6	1.2	-0.1
Cn1c(=O)c2c(ncn2CC(=O)Nc2cccc(S(=O)(=O)N3CCCC3)c2)n(C)c1=O	3.2	-4.9	-1.4	0.1
COc1ccc(C(C)=O)cc1CSc1nc2ccccc2c(=O)n1CCCC(=O)NCCCN1CCCC1=O	8.5	9.6	0.7	0.0
O=C(CCc1ccccc1)Nc1ccc(N2CCC(NCC3COCCO3)CC2)cc1 (stereo not drawn)	0.0	4.9	-1.0	0.0
COc1ccc(Nc2nc(-c3ccccc3)c3ccccc3n2)cc1	-0.2	-5.0	-0.5	-0.3
CCOc1ccc(C2=NC(c3cc(Br)ccc3F)NC(c3cc(Br)ccc3O)C2)cc1 (stereo not drawn)	5.7	9.3	-2.1	0.6
Cc1ccccc1C(=O)Nc1sc2c(c1C#N)CCCC2	1.9	14.6	0.1	0.5
CC(=O)NCC1CCC2(CCN(Cc3ccc(Cl)cc3)CC2)O1 (stereo not drawn)	-7.2	-6.9	-1.9	0.1
O=C(Nc1ccccc1C(=O)NC(Cc1ccc(O)cc1)C(=O)O)c1ccco1 (stereo not drawn)	-8.3	-0.1	0.1	-0.1
Cc1ccc(SCC(=O)Nc2ccccc2O)cc1	-50.3	-7.4	-0.3	-0.1
OC1CCN(c2c3c(nc4cc(-c5cccc(F)c5)nn24)CCCC3)CC1	-39.5	10.4	1.5	-0.1
COC(=O)C1=C(N)N(c2ccccc2F)C2=C(C(=O)CCC2)C1c1ccc(Cl)cc1 (stereo not drawn)	-6.3	-3.5	-0.6	0.1
COc1nc(N2CCCC2)nc(-n2nnc(C(C)=O)c2C)n1	0.8	-1.6	0.1	0.3
Cc1nn(CCCC(=O)NC(C)C)c(=O)c2nccn12	-2.3	7.4	-1.5	-0.1
COC(=O)c1ccccc1NC(=O)c1cccc(CSc2nnc(C)s2)c1	5.3	7.0	-0.8	0.0
CCOC(=O)C1=C(C)N(c2ccccc2)C(=O)NC1c1ccccc1F (stereo not drawn)	-6.2	-0.6	-1.4	-0.4
S=c1n(CN2CCOCC2)cnn1CN1CCOCC1	-1.6	-19.6	0.4	-0.4

Gathered by group: the compounds so far containing an NH in an aromatic ring.
SMILES	TEAD-YAP inh	MITF primary	GPR151 ag	FBW7 act
Cc1ccc(-c2n[nH]c(CNC(=O)c3cccs3)n2)cc1	-12.7	19.2	-1.2	0.1
O=C(O)c1[nH]c2ccccc2c1CNCc1ccc(Cl)cc1	-3.9	-3.2	0.5	-0.1

(list continues)
SMILES	TEAD-YAP inh	MITF primary	GPR151 ag	FBW7 act
O=S1(=O)NC(=NC2CCCCCCCCCCC2)c2ccccc21	2.7	-18.9	1.6	-0.1
CCOC(=O)N1CCN(c2cc(N3CCN(CC)CC3)c(F)cc2[N+](=O)[O-])CC1C (stereo not drawn)	5.3	6.8	0.4	0.0
C=CCc1cc(/C=C2/C(=O)N(c3ccccc3)N=C2C)cc(OCC)c1O	1.0	5.6	-0.8	-1.1
Cc1ccccc1-n1nc2c(c1NC(=O)CCc1ccccc1)CS(=O)(=O)C2	-1.0	0.4	-1.4	-0.1
CN(C)C(CNC(=O)c1ccco1)c1ccsc1 (stereo not drawn)	-0.6	-9.7	0.6	0.0
CC1CCCN(c2nc(-c3cccnc3)nc3ccccc23)C1 (stereo not drawn)	5.7	1.9	-1.4	0.1
Cc1cccc(N2C(=O)c3ccc(C(=O)Oc4ccccc4)cc3C2=O)c1	8.3	-1.7	-1.0	-0.2
O=C(CCc1nnc(Cc2c[nH]c3ccccc23)o1)N1CCCCC1c1nccs1 (stereo not drawn)	-16.9	-0.4	-0.1	-0.1
Fc1ccc(C2C=C(c3ccc4c(c3)OCO4)Nc3nc4ccccc4n32)cc1 (stereo not drawn)	-34.4	-1.1	-4.3	-0.1
O=S(=O)(c1ccc2c(c1)OCCO2)N1CCC(N2CCCCC2)CC1	-1.9	6.0	0.7	-0.3
O=C(COc1ccc(S(=O)(=O)N2CCOCC2)cc1)N1CCCC1	-2.5	6.4	0.9	-0.1
O=C(CNC(=O)c1ccc(Cl)cc1Cl)NCC(=O)NNC(=O)c1ccco1	2.5	-3.1	0.0	0.0
N#CC1C(=O)NC(=O)C([n+]2ccccc2)C1c1ccccc1Cl (stereo not drawn)	-15.4	8.4	3.2	-0.2
COc1ccccc1Nc1nc(-c2ccc([N+](=O)[O-])cc2)nc2ccccc12	-4.7	3.2	-0.8	0.0
Cc1nn(-c2c([N+](=O)[O-])c(C)nn2C23CC4CC(CC(C4)C2)C3)c(C)c1[N+](=O)[O-]	-8.5	-11.8	0.1	0.0

A second format for some results above.
Fc1ccc(C2C=C(c3ccc4c(c3)OCO4)Nc3nc4ccccc4n32)cc1 (stereo not drawn)
  TEAD-YAP inh = -34.4
  MITF primary = -1.1
  GPR151 ag = -4.3
  FBW7 act = -0.1
O=S(=O)(c1ccc2c(c1)OCCO2)N1CCC(N2CCCCC2)CC1
  TEAD-YAP inh = -1.9
  MITF primary = 6.0
  GPR151 ag = 0.7
  FBW7 act = -0.3

Profiles, looked up by structure. Values in the order: TEAD-YAP inh	MITF primary	GPR151 ag	FBW7 act
CN(C)C(CNC(=O)c1ccco1)c1ccsc1 (stereo not drawn) is listed as -0.6	-9.7	0.6	0.0
O=C(CCc1ccccc1)Nc1ccc(N2CCC(NCC3COCCO3)CC2)cc1 (stereo not drawn) is listed as 0.0	4.9	-1.0	0.0
Cc1ccc(SCC(=O)Nc2ccccc2O)cc1 is listed as -50.3	-7.4	-0.3	-0.1

The results go on.
SMILES	TEAD-YAP inh	MITF primary	GPR151 ag	FBW7 act
Cc1cc(C(=O)N2CCC(n3c(CC4CCCC4)nc4cccnc43)CC2)c(=O)[nH]c1C	-0.9	5.2	1.4	-0.1
CC(=O)Nc1ccc(NC(=O)c2c(-c3ccccc3Cl)noc2C)cc1	-4.5	4.5	1.2	-0.2
CCn1c(SCC(=O)OC)nnc1-c1ccncc1	5.4	4.6	0.6	0.1
Cc1cccc(-n2c(CNC(=O)c3ccc(S(=O)(=O)N4CCCCC4)cc3)nnc2SCC(=O)Nc2nccs2)c1	3.4	-9.4	0.6	0.1
Cc1onc(-c2ccccc2Cl)c1C(=O)Nc1cccc(Cl)c1	9.2	-7.9	0.3	0.3
CC(C)(C)c1ccc(C(=O)Nc2ccccc2F)cc1	10.6	12.8	-5.9	0.1
CCOc1ccccc1N1CC(O)=C(c2nc3ccccc3[nH]2)C1=N	54.3*	8.5	-0.4	0.1
CCN(CC)c1ccc(CN2C[C@@H](NCc3cccc(C)c3)C[C@H]2C(=O)NC)cc1	2.8	18.5	2.4	0.0
CC[C@H](C)[C@H](NC(=O)c1ccc(Cl)cc1)C(=O)OCC(=O)Nc1ccc(C(N)=O)cc1	-0.5	0.0	1.3	0.1
O=C1C(=O)N(CCCOc2cccc3ccccc23)c2ccccc21	-1.4	8.8	0.4	-0.5
COc1cc2c(cc1OC)C(COc1ccccc1OC)N(C(=O)c1ccccc1OC)CC2 (stereo not drawn)	-7.8	-8.2	-0.8	0.0
O=C(c1ccc(F)cc1)N(CCCn1ccnc1)c1nc2c(Cl)cccc2s1	11.0	6.2	-0.3	-0.4
COc1ccc(CC(=O)Nc2cccc(-c3nnc(-c4ccco4)o3)c2)cc1	1.0	4.5	0.8	0.1
COc1ccc(COC(=O)C2=C(C)NC3=C(C(=O)CCC3)C2c2cccc3ccccc23)cc1 (stereo not drawn)	3.7	-5.9	0.7	0.2
CCCCSc1nnc2c(n1)OC(c1ccc(OCC)c(OCC)c1)N(C(C)=O)c1ccccc1-2 (stereo not drawn)	0.4	1.7	0.6	-0.1
Cc1cc(Cl)ccc1OCCN1CC(C)OC(C)C1 (stereo not drawn)	6.0	44.6	3.9	-0.2
CSc1nc(NC(N)=O)c2c3c(sc2n1)CCCC3	-34.5	2.6	1.8	-0.2
Cc1nnc(SCC(=O)c2ccc(Cl)cc2Cl)s1	-39.5	1.4	-1.2	0.0
CCOC(=O)N1c2ccccc2CC1C (stereo not drawn)	4.6	5.4	-0.6	0.0
CCC(C)CN1CCC(C2(Cc3cccc(OC)c3)NC(=O)N(CCOC)C2=O)CC1 (stereo not drawn)	-12.8	-10.2	0.6	0.3
COc1cccc(OCC(O)CNC(=O)CCN2Cc3cc(C)ccc3OC(C)C2)c1 (stereo not drawn)	2.2	14.0	0.8	0.1
Cc1cccc(-n2cc(-c3ccccc3)c3c(NCC(C)O)ncnc32)c1 (stereo not drawn)	-6.7	-3.8	0.3	-0.3
CCc1ccc(CN2CCN(C3CCCC(C)C3)CC2)cc1 (stereo not drawn)	-2.6	64.2*	-2.2	-0.1
c1ccc2oc(C3=NCCN3)cc2c1	.	0.5	-0.1	-0.2
CN(C)S(=O)(=O)c1ccc(C(=O)Nc2nc(-c3cccc([N+](=O)[O-])c3)cs2)cc1	3.6	11.6	1.7	0.0
CCCOc1ccc(C(=O)Nc2ccc3oc(-c4ccc(F)cc4Cl)nc3c2)cc1	-4.9	9.5	0.2	0.1
COc1ccccc1C1CN(CC(=O)NC(C)Cc2cccnc2)Cc2ccccc2O1 (stereo not drawn)	2.4	12.5	0.8	0.4
Cc1ccc(-c2nc3cc(NC(=O)c4ccc(Cl)c(Cl)c4)ccc3o2)cc1	-17.3	8.4	0.7	0.1
O=C(/C=C/c1ccco1)NCCOc1ccccc1-c1ccccc1	3.1	9.0	-1.1	0.0
O=C(Cc1cccc([N+](=O)[O-])c1)Nc1cnn(-c2cccc(C(=O)Nc3ccc(N4CCOCC4)cc3)c2)c1	-7.7	0.3	1.7	-0.1
Cc1cc(C)nc(Nc2nc(C)c3cccc(C)c3n2)n1	-1.4	7.6	-0.2	0.0
Cn1c(SCc2ccc(C#N)cc2)nnc1-c1ccccc1O	-20.0	-3.0	-0.7	0.0
CCCSCCCNC(=O)c1csc2c1CCC(C)C2 (stereo not drawn)	0.5	-5.8	0.6	-0.1
O=C(NC1CC1)c1ccc(-c2nc(NCc3ccccc3)c3ncn(-c4ccccc4)c3n2)cc1	2.2	-7.3	2.5	0.0
O=C(O)CCCCCNS(=O)(=O)c1cccc(C(F)(F)F)c1	-1.2	4.4	0.0	-0.1
CCSCCOC(=O)C1=C(C)NC2=C(C(=O)CC(C)(C)C2)C1c1ccccc1C(F)(F)F (stereo not drawn)	8.7	-9.6	-0.8	0.0
Nc1ccnc(Oc2ccccc2)n1	5.9	3.1	-0.7	0.0
Cc1ccc(NC(=O)c2ccccc2OCc2ccc([N+](=O)[O-])cc2)nc1	4.8	10.2	-1.4	0.1
O=C(COC(=O)c1cc(S(=O)(=O)N2CCOCC2)ccc1F)c1ccc(F)cc1	0.5	10.8	-1.3	0.1
COc1cc(/C=C2\SC(=N)N(c3ccc(Br)cc3)C2=O)cc(Cl)c1OCc1ccccc1F	-5.4	5.9	-0.5	-0.1
NC(=O)CSc1ccccc1NC(=O)Nc1ccc(Cl)c(Cl)c1	-5.6	6.5	-0.2	0.3
Cc1ccc(-c2csc(NC(=O)COC(=O)c3ccc([N+](=O)[O-])s3)n2)cc1	-22.3	-11.7	-1.0	-0.2
Cc1cc(NC(=O)c2cc3n(n2)C(C(F)(F)F)CC(c2ccc(Cl)cc2)N3)no1 (stereo not drawn)	-12.5	1.6	-0.3	0.2
O=C1C2CC=CCC2C(=O)N1c1ccc(F)cc1Cl (stereo not drawn)	6.4	0.5	-2.3	0.1
COc1cc(CN2CCN3CCCC3C2C)cc(OC)c1 (stereo not drawn)	0.7	11.6	-1.5	0.6
CCC1=NN2C(=N)/C(=C/c3cc(Br)c(OCCOc4ccccc4OC)c(OC)c3)C(=O)N=C2S1	-14.3	5.4	1.1	0.0

Bioassay records (PubChem BioAssay)
